CHO parental Ca = ATP-evoked calcium signal inhibitors, parental CHO, primary screen, counter-screen for OX1R antagonist project, cell-based, fluorescence, Fluo-8 calcium dye | inhibition, % at 5.6 µM | 0.63% of 330,000 active | parental CHO-K1, ATP-induced calcium, Fluo-8 fluorescence;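 active means inhibition above that plate's mean sample inhibition plus 3 SD, cut at about 26% in these data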;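 further: 0% = ATP-challenged DMSO wells and 100% = DMSO wells without ATP; some compounds past the cut are filed as inactive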
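test system = CHO parental line | reagent = ATP stimulus | measured by = intracellular calcium via Fluo-8 no-wash fluorescent dye | control set = ATP and no-ATP DMSO wells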
CHO-K1 Ca antag = counter-screen for M1 antagonists: effect in parental CHO-K1 cells | ATP-induced calcium, Fluo-8 fluorescence | inhibition, % at 3 µM | 0.6% of 360,000 active | AID 602250;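 active means inhibition above a per-plate cutoff, the plate's mean sample inhibition plus 3 SD, cut at about 24% in these data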;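 further: 0% = DMSO plus EC80 ATP and 100% = DMSO alone without ATP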
CHO-K1 Ca PAM = nonselective calcium activators in parental CHO-K1 cells, primary screen, counter-screen for M1 PAM project, cell-based, Fluo-8 calcium fluorescence, full deck, 1536-well; ATP EC20; 0% at ATP EC20, 100% at ATP max; activation, % at 3 µM; AID 602247, 2012; 0.02% of 360,000 active;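 active means activation above the run cutoff, the mean activation of all test compounds plus 3 SD, cut at about 40% in these data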;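 further: peak over basal fluorescence ratio in a 140 s read after ATP addition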
CHRM1 agonist = human M1 muscarinic receptor agonists, primary screen, Fluo-8 calcium fluorescence, CHO-K1 cells, HTS; CHO-K1 hM1, agonist mode; 0% DMSO, 100% acetylcholine EC100; AID 588814, 2011; activation, % at 3 µM; 0.33% of 360,000 active;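 active means activation above the run's mean compound activation plus 3 SD, cut at about 16% in these data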;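 further: peak over basal fluorescence ratio within a 140 s kinetic read after compound addition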
Target sequence (P11229 whole entry, looked up): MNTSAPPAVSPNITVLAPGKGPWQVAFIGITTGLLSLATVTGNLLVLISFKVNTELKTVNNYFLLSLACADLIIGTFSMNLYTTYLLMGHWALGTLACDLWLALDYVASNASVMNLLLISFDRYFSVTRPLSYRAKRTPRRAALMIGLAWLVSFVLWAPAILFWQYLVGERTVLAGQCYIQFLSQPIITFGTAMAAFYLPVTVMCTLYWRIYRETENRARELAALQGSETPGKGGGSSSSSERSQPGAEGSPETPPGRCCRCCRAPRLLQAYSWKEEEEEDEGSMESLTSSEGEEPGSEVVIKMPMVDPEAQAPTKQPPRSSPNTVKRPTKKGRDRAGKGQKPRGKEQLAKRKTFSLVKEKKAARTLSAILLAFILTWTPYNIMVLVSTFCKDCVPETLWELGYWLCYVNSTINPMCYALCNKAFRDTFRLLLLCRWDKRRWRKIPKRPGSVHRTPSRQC
TAAR1 agonist = human TAAR1 agonists, primary screen, Fluo-8 calcium fluorescence, CHO RD-HGA16 cells; Trace amine-associated receptor 1 (Homo sapiens), Q96RJ0; vehicle wells 0%, saturating PEA agonist 100%; activation, % at 3 µM; 0.99% of 360,000 active; AID 624467, 2012;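 active means activation above the mean activation of all test compounds in the run plus 3 SD, cut at about 38% in these data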
Target sequence (Q96RJ0 whole entry, looked up): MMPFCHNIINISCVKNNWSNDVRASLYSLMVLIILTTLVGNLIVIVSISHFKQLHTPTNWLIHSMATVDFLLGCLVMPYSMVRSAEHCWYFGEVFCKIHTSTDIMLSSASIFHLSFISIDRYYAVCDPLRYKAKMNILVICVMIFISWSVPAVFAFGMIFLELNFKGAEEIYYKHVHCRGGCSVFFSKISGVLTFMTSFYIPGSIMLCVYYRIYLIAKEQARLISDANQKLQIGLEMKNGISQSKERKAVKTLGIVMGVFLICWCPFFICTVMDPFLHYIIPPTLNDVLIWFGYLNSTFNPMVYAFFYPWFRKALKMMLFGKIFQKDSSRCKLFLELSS
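System: CHO-derived RD-HGA16 cells with stable Gα16 and human TAAR1 / Times: 17-24 h plating, Fluo-8 75 min 37 °C, 30 min RT / Technique: calcium-sensitive Fluo-8 signal, excitation 470-495, emission 515-575 nm / Measure: % activation relative to PEA EC100 response / Benchmarks: DMSO and PEA EC100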
TAAR1 antagonist = human TAAR1 antagonists, primary screen, Fluo-8 calcium fluorescence, CHO RD-HGA16 cells. Trace amine-associated receptor 1 (Homo sapiens), Q96RJ0. antagonist. inhibition, % at 3 µM. 1.5% of 360,000 active;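 active means inhibition above a per-plate cutoff, the mean inhibition of test compounds on that plate plus 3 SD, cut at about 49% in these data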;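 further: 0% = DMSO plus EC80 beta-PEA response and 100% = DMSO alone without agonist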
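Test system – hTAAR1-expressing CHO RD-HGA16 cells, Gα16-coupled · Reagent – β-PEA at EC80 concentration, post-compound challenge · Compound dosing – 3 µM, single point · Timing – 140 s kinetic read after compound, 140 s after agonist · Detection – Fluo-8 intracellular calcium dye fluorescence, real-time kinetic reads · Control set – DMSO and EC80 PEA controls · Repeats – n of 1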
M1 ag parental = counter-screen for M1 agonists: effect in parental CHO-K1 cells; Fluo-8 calcium fluorescence; scaled to maximal ATP response, vehicle zero; activation, % at 3 µM; 0.48% of 360,000 active; AID 602248, 2012; in the data active means activation above about 15%;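 further: untransfected CHO-K1 host cells lacking M1 receptor as counterscreen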
OXTR potentiator = human OXTR potentiators, primary screen, fluorescence, CHO-OTR cells, Fluo-8 calcium; Fluo-8 calcium fluorescence, potentiator mode; 0% = oxytocin EC15, 100% = EC100; activation, % at 3 µM; 0.061% of 320,000 active; AID 2445, 2010;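 active means activation above that plate's cutoff, the mean activation of tested compounds plus 3 SD, cut at about 6.6% in these data, passing the limit was not always enough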;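 further: 100% uses oxytocin at 75 nM as the full agonist control; some results filed as inactive read as strong as hits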
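Assay system: CHO-OTR cells, human receptor / Also added: oxytocin at about EC15, sub-maximal agonist stimulus / Dosing: single dose, 3.0 µM nominal final compound concentration / Incubation: 6 min pre-incubation, 100 s read / Technique: Fluo-8 calcium dye fluorescence / Read-out: % activation vs EC15 and EC100 oxytocin / Benchmarks: EC15 oxytocin low, 75 nM oxytocin high / Replicates: singlicate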
V1aR counter = agonists of human V1a receptor, primary screen, counter-screen for OXTR agonist project, fluorescence, CHO-V1R cells; 0.25% of 320,000 active; Fluo-8 calcium fluorescence, agonist mode; 0% DMSO, 100% 3 nM vasopressin; activation, % at 3 µM; Vasopressin V1a receptor (Homo sapiens), P37288; AID 2797, 2010;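 active means activation above the mean activation of all tested compounds plus 3 SD, per screening run, cut at about 20% in these data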;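 further: signal is peak over basal fluorescence ratio across a 100 second FLIPR read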
* marks the source's active call; other numbers are inactive results; nt = not tested or not shown.

SMILES	CHO parental Ca	CHO-K1 Ca antag	CHO-K1 Ca PAM	CHRM1 agonist	TAAR1 agonist	TAAR1 antagonist	M1 ag parental	OXTR potentiator	V1aR counter
N#Cc1ccc(C(=O)Nc2nnc(-c3ccccn3)o2)cc1	-5.0	-2.5	5.8	-1.7	8.0	-5.5	0.1	-1.7	-0.3
O=C(NCCCSc1ccccc1)c1cnc(Cl)c(Cl)c1	-20.7	-16.4	-8.6	-3.7	1.7	10.4	3.5	-10.9	3.9
OCCNc1nc(Nc2ccc(Cl)cc2)nc(N2CCCC2)n1	-26.8	-13.0	-3.0	-2.0	8.4	6.6	-0.4	-10.2	-1.0
CCCn1c(NC(=O)c2ccc(Cl)c(S(=O)(=O)N3CCCC3)c2)nc2ccccc21	15.9	15.8	-13.7	-2.6	9.5	57.0*	1.2	-9.5	0.7
CCCC#Cc1cnc2c(c1)C(=O)N([C@H](C)CO)C[C@H](C)[C@@H](CN(C)C(=O)CCN1CCCCC1)O2	nt	-0.8	0.9	-11.1	-0.2	0.4	0.2	nt	nt
O=C(Cn1nnc(-c2ccccc2NC(=O)c2ccco2)n1)Nc1ccccc1	-17.8	1.2	14.9	-3.1	nt	nt	1.9	-15.4	0.7
CC1=Nn2c(nnc2-c2cc(C)[nH]n2)SC1	-4.6	-8.1	8.1	0.0	3.3	-25.9	-0.1	-6.3	0.1
COc1ccc(CNCc2cccc(OC)c2OC)cc1Br	-8.8	-4.1	6.5	-5.0	16.2	2.9	2.6	-8.3	2.6
CN(C)C(CNC(=O)c1ccc(C(F)(F)F)cc1)c1ccco1 (configuration not stated)	-13.8	12.6	-26.1	-5.1	0.1	-17.7	0.0	-5.0	0.0
CCN1CCCC1CNC(=O)c1ccc(Sc2ccccc2Cl)c([N+](=O)[O-])c1 (configuration not stated)	-11.9	-0.1	-10.4	-8.2	7.8	-14.0	0.9	-15.7	3.4
CN(C)c1cc(Nc2cccc(O)c2)c([N+](=O)[O-])c2nonc12	2.8	-17.8	6.9	-2.5	1.2	-10.5	0.4	-1.0	2.1
COc1ccc(S(=O)(=O)N2CCC3CC2c2cc(-c4ccc5c(c4)OCO5)ccc23)cc1 (configuration not stated)	nt	15.6	-4.1	-2.1	-0.4	-5.6	0.0	nt	nt
O=C(NCc1ccco1)C(c1cccnc1)N(C(=O)Cn1nnc2ccccc21)c1ccccc1 (configuration not stated)	-27.6	-6.0	16.3	0.8	-0.6	1.3	0.9	-15.3	-0.7
CC(=O)C1(O)CCC2C3CCC4CC(=O)CCC4(C)C3C(=O)CC21C (configuration not stated)	nt	-10.2	8.0	-5.6	1.4	-9.9	0.7	nt	nt
O=C(Cn1nc(C(=O)O)c2ccccc2c1=O)NC12CC3CC(CC(C3)C1)C2	-6.8	10.9	6.0	2.5	10.4	-10.6	0.4	-13.3	0.5
CCOC(=O)c1c(NC(=O)CSc2c[nH]c3ccccc23)sc2c1CCC2	-11.0	2.0	12.6	-5.1	0.7	8.2	0.7	-5.8	1.0
Cc1ccc(Nc2nc(-c3ccc(O)cc3O)cs2)nc1	15.3	0.2	10.7	-8.1	13.4	-3.9	1.4	-8.0	-0.1
CS(=O)(=O)N1N=C(c2ccco2)CC1c1ccccc1Cl (configuration not stated)	-12.4	-9.6	10.6	-2.4	4.6	-22.0	1.5	-6.5	-0.4
COc1cccc(-n2nc(C#N)c(Cl)cc2=O)c1	nt	7.0	8.3	-5.7	1.8	39.5	0.4	nt	nt
CCc1cccc(CC)c1NC(=O)NC1CCCCC1	3.3	0.7	12.0	-7.1	-0.1	-14.6	3.8	0.5	0.2
CC(=O)NCCn1c(SCc2cccc([N+](=O)[O-])c2)nc2ccccc2c1=O	-13.7	-15.7	6.3	-4.5	0.9	-17.6	0.7	-4.3	1.6
COCCNC(=O)CCCn1c(=O)c2ccccc2n(Cc2cccc([N+](=O)[O-])c2)c1=O	-7.8	-6.9	-13.6	-4.6	-3.2	-18.6	0.7	0.7	0.6
Cc1ccccc1-c1cc2nc(C)c(C)c(=O)n2[nH]1	nt	17.5	-15.9	-4.6	2.4	-16.5	-0.4	nt	nt
CCOC(=O)N1CCC(NS(=O)(=O)c2ccc(NC(C)=O)c(Cl)c2)CC1	-9.3	-1.4	3.9	0.5	2.0	10.8	6.8	-14.7	7.3
CC1(C)C(=O)C2(CCCCC2)C(=O)OC1c1cccc([N+](=O)[O-])c1 (configuration not stated)	-6.7	17.3	-10.3	-5.0	3.6	-5.5	-0.2	-0.3	0.2
CC(C)(C)N(Cc1ccccc1)C(=O)c1ccncc1	-5.3	-4.0	8.1	-5.8	6.5	-16.2	2.2	0.8	0.9
CC1CCN(CCCNS(=O)(=O)c2cc(Br)cc3c2N(C(=O)C2CC2)CC3)CC1	-25.4	-11.1	7.9	-11.8	-1.0	-19.8	-1.3	-5.5	-0.5
Cc1cccc(NC(=O)c2ccc(NCCc3ccccc3)c([N+](=O)[O-])c2)c1	-6.6	-2.2	6.5	-4.5	-0.1	-20.2	3.3	-4.1	0.0
CC1(C)CC(=O)C=C(Nc2ccc(F)c(Cl)c2)C1	-12.7	-12.6	5.8	-3.0	0.3	-6.9	1.1	0.2	0.7
O=C(C/C=N\OCc1c(Cl)cccc1Cl)Oc1ccc(Cl)cc1Cl	12.7	-2.6	11.1	-0.3	3.2	-3.7	0.5	-16.0	0.9
CCn1c(SCC(=O)N/N=C(/C)c2ccncc2)nc2ccccc21	-20.9	1.6	8.1	-7.4	3.0	-14.6	0.4	-11.1	0.7
C=CCOc1ccc(/C=C2\SC(=S)N(NS(=O)(=O)c3ccc(C)cc3)C2=O)cc1	6.3	-2.6	-1.6	-4.4	-3.4	23.8	-0.2	-10.2	-0.4
CC1=C(C(=O)OCC2CCCO2)C(c2cccc(O)c2)NC(=O)N1 (configuration not stated)	-6.1	-11.5	-3.5	-2.5	12.0	-12.1	0.4	-0.1	0.8
COc1cccc(CNC(=O)C2Cc3cc(S(=O)(=O)N4CCCC4)ccc3N2C(C)=O)c1OC (configuration not stated)	-14.9	13.0	-24.5	-5.5	0.6	-8.7	-0.1	-6.6	0.6
O=C(O)c1ccccc1C(=O)NCc1c(Cl)cccc1Sc1ccc(Cl)cc1	2.0	12.7	-6.0	-4.7	2.2	2.2	1.8	-12.7	2.2
CCOC(=O)c1cnc(Nc2nc3ccccc3o2)nc1CSC(=S)N(CC)CC	-25.2	-4.8	14.8	-7.9	-1.1	-2.6	-0.3	6.6	-0.8
O=C(CN1CCCC1)Nc1cccc(Cl)c1	-2.8	3.1	-10.1	-6.1	8.6	-11.9	0.5	-18.9	0.7
CCOC(=O)CNC(=O)COc1coc(CN2CCN(c3ccc(F)cc3)CC2)cc1=O	-1.2	-7.2	12.0	-0.8	0.3	-22.2	1.1	-6.7	-0.2
O=C(NCc1cccnc1)c1ccc(NC(=O)c2ccc([N+](=O)[O-])cc2)cc1	-15.0	4.6	-22.7	0.1	5.6	-20.7	0.7	-2.2	0.3
Cc1c(C)c2ccc(OCC(=O)NC(Cc3c[nH]c4ccc(O)cc34)C(=O)O)c(C)c2oc1=O (configuration not stated)	-0.1	-5.6	23.9	-3.5	1.1	-8.6	0.7	-3.4	-0.1
O=S(=O)(Nc1ccc(C(F)(F)F)cc1)c1cccs1	-1.8	-5.8	-3.2	-5.2	6.8	-5.7	0.4	-7.5	3.0
Cc1ccc(-n2ncc3c2CCCC3NC(=O)c2cnccn2)cc1C (configuration not stated)	nt	-1.8	9.0	-0.1	1.4	-15.7	1.9	nt	nt
CCc1nc2ccccc2c(C(=O)OCC(=O)N2CC(C)OC(C)C2)c1C (configuration not stated)	-15.6	-9.6	0.2	-1.8	3.7	17.9	1.9	-4.4	0.0
O=C(N/N=C/c1cccc2ccccc12)c1n[nH]c2c1CCCC2	-8.2	15.5	6.9	-2.0	9.5	-3.5	-0.5	-5.1	0.1
COc1ccc(C(=O)Cn2c(Cl)nc3c2c(=O)n(C)c(=O)n3C)cc1	-16.9	1.2	-10.0	2.5	1.2	-24.9	4.3	-10.7	2.9
FC(F)(F)c1nnc(-c2ccccc2)nc1N1CCOCC1	-7.5	4.9	4.8	-2.2	19.8	-19.3	0.1	5.3	-1.0
CN(C)/C=C/c1onc(-c2c(Cl)cccc2Cl)c1C#N	-1.4	-2.9	18.9	-0.4	10.9	1.4	1.4	-5.8	-0.2
O=S(=O)(Nc1ccc2c(c1)OCCO2)c1cccc(F)c1	nt	-12.3	21.5	-1.3	1.2	-14.0	2.4	nt	nt
Cc1cccc(NC(=O)c2nc[nH]c2C(=O)NC[C@@H](C)O)c1	nt	-10.7	7.6	0.1	0.4	6.2	1.1	nt	nt
BrC(/C=C\c1ccccc1)=N/Nc1nc(N2CCOCC2)nc(N2CCOCC2)n1	-24.9	18.9	-14.4	-5.5	6.0	4.9	1.5	-2.9	0.2
O=C(Nc1ccc(Cl)cc1)/C(=C/c1cccc(O)c1)c1nc2ccccc2s1	2.7	12.0	1.5	-3.5	5.5	8.2	0.2	3.6	0.4
Cc1cn(CC(=O)NCCc2c[nH]c3ccccc23)c(=O)[nH]c1=O	nt	2.6	-3.4	-1.2	0.9	-9.9	-0.4	nt	nt
